From PubChem BioAssay
S3 lipid droplet: qHTS Assay for Lipid Storage Modulators in Drosophila S3 Cells; lipid storage change, negative = inhibition, % at the top dose, mostly 46.1 µM; hits show Potency in µM; hit rate 0.64% among 320,000; Drosophila S3 cells, BODIPY lipid droplet fluorescence, 18-24 h; cells fed with added oleic acid; active = well fitted inhibition curve with a large enough effect in the signal ratio, with a control signal flat, not every such curve was filed as active; inconclusive = small, poorly fitted or top-dose-only effect, or effect the other way, or a change in a side signal; the % refers to the signal ratio
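Drosophila S3 cells loaded with oleic acid (400 uM, as added) and compounds at several concentrations; lipid droplets imaged by 488-nm laser-scanning cytometry, 500–530 nm intensity and object ratio to cell channel. Percent activity normalized to 20 uM Triacsin C.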
S3 lipid droplet cell count max: further read-out of S3 lipid droplet, marked with its call; cell number change, %; measured here: cell count max response;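 cells counted by Cell Tracker Red CMTPX staining in the red channel; peak over a dose series mostly up to 46.1 µM; percent activity relative to internal control wells on each plate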
The depositor's hits bear a star; i = inactive; ? = inconclusive; . = no result given. % is scaled to controls: 0 for no effect and ±100 for the full control effect; potency is read from the fitted curve at half-maximal effect.

| structure | S3 lipid droplet | S3 lipid droplet cell count max |
| --- | --- | --- |
| O=C(Cc1ccc(S(=O)(=O)N2CCOCC2)s1)NCC(=O)Nc1ccccc1Br | 10.4% | -0.2 |
| O=S1(=O)CCC(NS(=O)(=O)c2ccc3ccccc3c2)C1 (configuration not stated) | ? | . |
| COc1cccc(C(=O)CSc2nc3ccccc3n2CC(=O)N2CCOCC2)c1 | 1.1% | -1.7 |
| Cc1cc(C)cc(OCc2nnc(SCC(=O)N3CCN(c4ccccc4)CC3)o2)c1 | ? | . |
| Cn1c2ccccc2c2nnc(SCC(=O)Nc3cccc(O)c3)nc21 | i | -25.9 |
| COc1cc(C(C(=O)NCc2ccccc2)N(Cc2ccco2)C(=O)c2cnccn2)cc(OC)c1OC (configuration not stated) | ? | . |
| CN(CC(=O)Nc1ccc(Cl)cc1)C1=NS(=O)(=O)c2ccccc21 | ? | . |
| CC(=O)c1ccc(-c2nnc(CCC(=O)N(C)Cc3cnc4ccccn34)o2)s1 | 20.5% | 11.6 |
| CC(=O)N/C(=C\c1ccccc1)C(=O)OCC(=O)NC1CCCC1 | 5.1% | 3.2 |
| O=C(CSc1nnc(-c2ccco2)o1)c1ccc(O)cc1O | ? | . |
| COc1ccc(C(=O)NC(=S)N2CCOCC2)cc1Br | ? | . |
| CCc1c(C(=O)N2CCCN(C)CC2)csc1C | ? | . |
| O=C(/C=C/c1ccccc1Cl)Nc1ccc(Cl)cn1 | 3.0% | 7.9 |
| Brc1ccc(-c2nc(-c3ccccc3)no2)o1 | ? | . |
| CC(=O)c1sc(NC(=O)C2CC(=O)N(Cc3ccco3)C2)nc1-c1ccccc1 (configuration not stated) | ? | . |
| O=C(NCCc1ccccc1)c1n[nH]c(=O)c2ccccc12 | -0.6% | -1.1 |
| CCCCc1nnc(NC(=O)C23CC4CC(CC(NC(C)=O)(C4)C2)C3)s1 | ? | . |
| Cc1cc(/C=C(\C#N)C(=O)NCc2ccco2)c(C)[nH]1 | 2.8% | -5.6 |
| Cc1c(-c2ccc(Br)cc2)nc2ccccn12 | -4.9% | -7.3 |
| Clc1ccc2nc(N3CCNCC3)nc(-c3ccccc3)c2c1 | ? | . |
| CSc1ccccc1C(=O)N1CCN(c2ccc(F)cc2)CC1 | ? | . |
| Cc1nc([N+](=O)[O-])cn1CC(O)c1ccc(Cl)cc1 (configuration not stated) | 16.3% | -4.2 |
| Cc1cccc(-n2c(CNC(=O)c3ccc(S(=O)(=O)N(C)C)cc3)nnc2SCC(=O)Nc2ccc(F)cc2)c1 | ? | . |
| C=CCN1C(=O)C(CC(=O)O)S/C1=N/N=C/c1ccc(N(CC)CC)cc1 (configuration not stated) | ? | . |
| CCC1=Nc2ccc(Br)cc2C(c2ccccc2)N1CC(=O)OC (configuration not stated) | -24.9% | 7.1 |
| CCOC(=O)c1ccc(OCCOc2ccccc2C)cc1 | ? | . |
| CCCN1CCc2[nH]c(=S)[nH]c(=O)c2C1 | -4.9% | -2.4 |
| CN(C(=O)C1CCCCC1)C1CCS(=O)(=O)C1 (configuration not stated) | -7.7% | -9.6 |
| Cc1nn(C)c(Nc2ccc(Br)cc2)c1Br | ? | . |
| CC(=O)C1=C(C)N(CC2CC2)C(=O)N[C@H]1c1cccs1 | ? | . |
| CCC(C)NC(=O)c1cccc(OCc2c(C)noc2C)c1 (configuration not stated) | ? | . |
| Cc1ccc(N2C(=O)N(CC(=O)Nc3ccc(C)cc3C)C(=O)C2C)cc1 (configuration not stated) | ? | . |
| COCC(=O)Nc1ccc2c(c1)OCO2 | -8.5% | -6.8 |
| O=C(CC(SCCO)c1ccc([N+](=O)[O-])cc1)c1ccco1 (configuration not stated) | ? | . |
| COc1ccc(Cn2nnnc2C(C(C)C)N(Cc2ccco2)Cc2cccs2)cc1 (configuration not stated) | ? | . |
| COCCN(C(=O)c1ccc(OC2CCN(S(=O)(=O)N(C)C)CC2)cc1)C(C)C | -0.4% | -6.0 |
| CCOC(=O)CCn1cc(F)c(=O)n(Cc2ccccc2)c1=O | i | 12.1 |
| COc1ccc(/C=C/C(=O)NC(=S)NNC(=O)c2ccco2)cc1 | 1.6% | -9.3 |
| CCCn1c(SCC(=O)Nc2ccc(NC(=O)CC)cc2)nc2c1c(=O)n(C)c(=O)n2C | ? | . |
| CCCn1nnnc1SCC(=O)NCc1ccccc1 | ? | . |

For reference, 5 of the compounds above:
| structure | S3 lipid droplet | S3 lipid droplet cell count max |
| --- | --- | --- |
| COCCN(C(=O)c1ccc(OC2CCN(S(=O)(=O)N(C)C)CC2)cc1)C(C)C | -0.4% | -6.0 |
| CCOC(=O)CCn1cc(F)c(=O)n(Cc2ccccc2)c1=O | i | 12.1 |
| COc1ccc(/C=C/C(=O)NC(=S)NNC(=O)c2ccco2)cc1 | 1.6% | -9.3 |
| CCCn1c(SCC(=O)Nc2ccc(NC(=O)CC)cc2)nc2c1c(=O)n(C)c(=O)n2C | ? | . |
| CCCn1nnnc1SCC(=O)NCc1ccccc1 | ? | . |

The list goes on:
| structure | S3 lipid droplet | S3 lipid droplet cell count max |
| --- | --- | --- |
| Cc1cccc(CNC(=O)C2CCC(=O)N(Cc3ccccc3F)C2)n1 (configuration not stated) | ? | . |
| c1ccc(-c2ccccc2OCCn2cncn2)cc1 | ? | . |
| O=C(NN1C(=O)c2ccccc2C1=O)C1CC2CCC1C2 (configuration not stated) | 21.4% | 5.3 |
| CC(C)C(=O)Nc1cccc(NC(=O)c2ccc(Cl)cc2Cl)c1 | ? | . |
| COc1ccc(NC(=S)N2CCN(Cc3ccc(C)cc3)CC2)cc1 | 11.5% | 14.5 |
| CCCS(=O)(=O)N1CCN=C1SCc1cccc2ccccc12 | 3.2% | 13.0 |
| Cc1nnc2ccc(-c3ccc(NC(=O)c4ccco4)cc3)nn12 | -2.2% | -22.5 |
| CC(C)c1csc(CN2CCC(CO)(Cc3ccccc3)CC2)n1 | ? | . |
| Cc1ccccc1C(=O)Nc1ccc2c(c1)nc(CCNC(=O)c1ccco1)n2C | i | -11.8 |
| Cc1ccc(Cn2cc(C(=O)NN)c(=O)c3ccc(F)cc32)cc1 | 14.8% | -5.9 |
| COC(=O)Cc1ccc(NC(=S)N2CCN(c3cc(Cl)ccc3C)CC2)cc1 | -5.3% | -9.5 |
| COc1ccc(CNC(=O)c2ccc(Cn3nc(C)c([N+](=O)[O-])c3C)o2)cc1 | -16.3% | -25.2 |
| COc1cccc(OCC(O)CN(CCO)Cc2ccccc2)c1 (configuration not stated) | ? | . |
| CC(=O)Nc1ccc(Nc2ncnc3c2cnn3-c2cccc(C)c2)cc1 | ? | . |
| O=C(Cn1nnc2ccccc2c1=O)N1CCCc2ccccc21 | 15.5% | -13.8 |
| COc1ccccc1N(CC(=O)Nc1ccc(S(=O)(=O)N2CCOCC2)cc1)S(C)(=O)=O | i | 11.5 |
| CSc1nc(NC(C)C)nc(N2CCOCC2)n1 | ? | . |
| CCN(C(=O)CSc1nnc(-c2ccco2)n1CC)c1c(N)n(Cc2ccccc2)c(=O)[nH]c1=O | ? | . |
| O=C(OCCOCCN=C1NS(=O)(=O)c2ccccc21)c1ccccc1Br | ? | . |
| Cc1c(C(=O)N2CCCCC2)c(S(=O)(=O)N(C)Cc2ccccc2)c(C)n1C | i | 2.4 |

(more compounds)
Under each structure – S3 lipid droplet | S3 lipid droplet cell count max
O=C(C1CCN(S(=O)(=O)c2cccs2)CC1)N1CCc2ccccc2C1
  i | -0.7
Nc1nc(NC(=O)/C=C/c2ccccc2)nn1-c1ccccc1
  ? | .
NS(=O)(=O)c1ccc(-n2nc(C(=O)O)cc2-c2ccc(Cl)cc2)cc1
  ? | .
COC(=O)c1[nH]c2cccc(OC)c2c1NC(=O)CCN1CC(C)CC(C)C1 (configuration not stated)
  ? | .
O=S(=O)(Nc1nc2ccccc2nc1NCC1CCCO1)c1cccs1 (configuration not stated)
  24.1% | 1.1
CCC(C)(C)C1CCc2[nH]nc(C(=O)NC3CCCC3)c2C1 (configuration not stated)
  ? | .
CC1CCCN(c2ccc3nncn3n2)C1 (configuration not stated)
  4.5% | 18.0
Cc1ccc(S(=O)(=O)CCC(=O)OCC(=O)Nc2ccc(N3CCOCC3)cc2)cc1
  5.7% | 4.2
COc1ccccc1C(=O)NCCC(=O)NC(C)CCc1ccccc1 (configuration not stated)
  ? | .
CN(C)C(=O)c1ccc2c(c1)n(C)c(=O)n2C
  5.9% | 11.1
COc1ccc(NS(=O)(=O)c2cccc(C(=O)N3CCC3)c2)cc1
  ? | .
COc1ccc(-c2cnnc(N/N=C/c3ccc(O)c(OC)c3)n2)cc1
  -24.1% | -7.3
O=C(CCN1C(=O)c2ccccc2C1=O)NCc1ccccc1
  i | -3.0
CCCCn1c(N)c(N(CCOC)C(=O)c2ccc(C)o2)c(=O)[nH]c1=O
  ? | .
CCOc1ccc(Cl)cc1CSc1n[nH]c(C)n1
  1.1% | 24.3
CCOc1ccc(S(=O)(=O)Nc2ccc(C(=O)N3CCCC3)cc2)cc1
  ? | .
CCN(CC)CCn1c(=N)n(CC(=O)c2ccc(C)cc2)c2ccccc21
  ? | .
Cc1onc(-c2ccccc2)c1C(=O)N/N=C/c1cccs1
  4.2% | 6.9
c1ccc2c3c([nH]c2c1)-c1[nH]ncc1CC3
  ? | .
CCOC(=O)C1CCN(C(=O)COc2ccc(Cl)cc2Cl)CC1
  ? | .
O=C(Cn1nnc2c(cnn2-c2ccc(F)cc2)c1=O)Nc1ccccc1C(F)(F)F
  ? | .
Cc1nccc2oc(=O)c(NC(=O)c3ccc(Cl)cc3)cc12
  ? | .
CC1CCCN(C(=O)c2ccc(OC3CCN(CCc4ccccc4)CC3)cc2)C1 (configuration not stated)
  ? | .
CSCC[C@H](NC(=O)N1CCn2c1nc1ccccc12)C(=O)NCC1CCCO1 (some centres not stated)
  ? | .
O=C(COC(=O)/C=C/c1cccc([N+](=O)[O-])c1)NCc1ccc2c(c1)OCO2
  ? | .
O=C(Cn1ncc2c(=O)oc3ccccc3c21)NCC1CCCO1 (configuration not stated)
  14.7% | -1.1
CC(=O)c1cc(-c2ccccc2)n(CCC(=O)NCc2cccs2)c1C
  ? | .
Cc1nnsc1C(=O)NC1CCCCC1
  -14.7% | 1.8
N#Cc1ccc(-c2ccc(Cl)cc2)nc1SCC(=O)c1cccc(Cl)c1
  i | 8.5
Cc1occc1C(=O)N(C)Cc1nc(-c2ccccc2)no1
  ? | .

An excerpt from above in order of count of non-hydrogen atoms, largest number first:
Under each structure – S3 lipid droplet | S3 lipid droplet cell count max
CCN(CC)CCn1c(=N)n(CC(=O)c2ccc(C)cc2)c2ccccc21
  ? | .
O=C(C1CCN(S(=O)(=O)c2cccs2)CC1)N1CCc2ccccc2C1
  i | -0.7
Cc1nccc2oc(=O)c(NC(=O)c3ccc(Cl)cc3)cc12
  ? | .

Following part:
Under each structure – S3 lipid droplet | S3 lipid droplet cell count max
COc1ccc(NC(=O)C/C(C)=N/NC(=O)c2cnccn2)c(OC)c1
  ? | .
CN1CCN(S(=O)(=O)c2ccc(NC(=S)NC(=O)C(C)(C)C)cc2)CC1
  ? | .
CS(=O)(=O)c1ccc(Cl)c(C(=O)O)c1
  ? | .
Cc1ccccc1Nc1nc(N)nc(COC(=O)C2CCCCC2)n1
  ? | .
O=C1OCC2=C1C(c1ccc(F)cc1)c1cc3c(cc1N2)OCCO3 (configuration not stated)
  ? | .
O=C(NCCN1CCOCC1)c1cc(-c2ccco2)on1
  11.9% | 10.8
C=CCOC(=O)CCC(=O)Nc1cccc2ccccc12
  -8.1% | 7.2
COc1ccc(/C=N/NC(=O)c2ccccc2OCc2ccccc2)c(OC)c1
  ? | .
COc1ccc(S(=O)(=O)NCCOc2ccccc2)cc1-n1cnnn1
  18.1% | 7.1
CC(C)=CC(=O)Nc1ccc(OCc2ccccc2)cc1
  i | 1.8
O=C(c1cccnc1)N1C2CCC1CC(O)(c1ccc(F)cc1)C2 (configuration not stated)
  ? | .
CC(OC(=O)CC1CCCCC1)C(=O)Nc1ccc(F)cc1 (configuration not stated)
  ? | .
Cc1cc(C(=O)NNS(=O)(=O)c2ccccc2C(F)(F)F)nn1C(C)(C)C
  ? | .
CCN(CC)c1ccc2cc(S(=O)(=O)c3ccc(Cl)cc3)c(=O)oc2c1
  ? | .
COc1ccccc1NC(=S)N(Cc1cccnc1)Cc1ccco1
  ? | .
COc1ccccc1-c1cc(=O)c2c(O)ccc([N+](=O)[O-])c2o1
  3.7% | 5.6
CC(CCc1ccccc1)NC(=O)c1ccccc1Cl (configuration not stated)
  ? | .
Cc1nn(C)cc1CNC(=O)Nc1ccc(Br)cc1Cl
  ? | .
Clc1nc(N2CCOCC2)ncc1Br
  3.4% | 13.9
O=C(NCc1nnc2c(C(F)(F)F)cc(Cl)cn12)c1cccnc1
  ? | .
COc1ccccc1C(=O)Nc1ccc(S(=O)(=O)N2CCOCC2)cc1
  ? | .
Cc1ccc(NC(=O)C(=O)NCc2ccc(/C=N/NC(=O)c3c(C)nc4ccccn34)o2)cc1
  -6.3% | -15.8
Cc1sc(NC(=O)c2cc(-c3ccc(Cl)cc3)nc3ccccc23)c(C(N)=O)c1C
  ? | .
Cc1ccc(N(C)S(=O)(=O)c2csc(C(N)=O)c2)cc1C
  -8.6% | -11.3
Cc1ccc(-n2nc(C)c3c2OC(N)=C(C#N)C3c2ccco2)cc1 (configuration not stated)
  23.9% | -11.4
Cc1cc(S(=O)(=O)NCc2ccccc2)ccc1OCC(=O)NCc1ccccn1
  5.17µM* | 6.7*
COCCN(C(=O)CSc1nncn1-c1ccccc1)c1c(N)n(Cc2ccccc2)c(=O)[nH]c1=O
  ? | .
O=C(CCNS(=O)(=O)c1ccccc1)NNC(=O)COc1ccc(Cl)cc1
  ? | .
CC(C)CCOP(=O)(c1ccc(N(C)C)cc1)C(O)c1ccccc1 (configuration not stated)
  -5.0% | -14.5

A portion of the library (hit frequency here may not be typical).
